RECQ1 inh: qHTS Assay for Inhibitors of RecQ-Like Dna Helicase 1 (RECQ1) | RECQ1 DNA unwinding, red fluorescence kinetic read | Potency, µM (series often up to 57.3 µM), for inactives: top-dose activity, negative = inhibition, usual class: inhibitors | hit rate 0.54% among 240,000;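 note: plate controls were vehicle for no effect and no enzyme for full effect; nearly all actives have a fitted effect of over 30% in size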
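RECQ1T1 50 nM; forked duplex (20 bp + 30-nt ss tails) 200 nM, ATP 2 mM final; pH 8.0, 2 mM MgCl2, 2.5 ug/ml poly(dI-dC); 15 min compound preincubation; discontinuous kinetic read over 2 h at RT.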
L3MBTL1 inh: qHTS Assay for the Inhibitors of L3MBTL1; AlphaScreen L3MBTL1–H3K9me1 peptide binding; Potency, µM (top dose mostly 57.1 µM), without a hit: top-dose activity, negative = inhibition, usual class: inhibitors; hit rate 0.66% among 230,000; AID 485360, 2010; Lethal(3)malignant brain tumor-like protein 1 (Homo sapiens), Q9Y468; note: % is set by controls: 0 for no effect and ±100 for the full control effect; nearly all actives have a fitted effect of over 60% in size
Target sequence (Q9Y468 whole entry, looked up): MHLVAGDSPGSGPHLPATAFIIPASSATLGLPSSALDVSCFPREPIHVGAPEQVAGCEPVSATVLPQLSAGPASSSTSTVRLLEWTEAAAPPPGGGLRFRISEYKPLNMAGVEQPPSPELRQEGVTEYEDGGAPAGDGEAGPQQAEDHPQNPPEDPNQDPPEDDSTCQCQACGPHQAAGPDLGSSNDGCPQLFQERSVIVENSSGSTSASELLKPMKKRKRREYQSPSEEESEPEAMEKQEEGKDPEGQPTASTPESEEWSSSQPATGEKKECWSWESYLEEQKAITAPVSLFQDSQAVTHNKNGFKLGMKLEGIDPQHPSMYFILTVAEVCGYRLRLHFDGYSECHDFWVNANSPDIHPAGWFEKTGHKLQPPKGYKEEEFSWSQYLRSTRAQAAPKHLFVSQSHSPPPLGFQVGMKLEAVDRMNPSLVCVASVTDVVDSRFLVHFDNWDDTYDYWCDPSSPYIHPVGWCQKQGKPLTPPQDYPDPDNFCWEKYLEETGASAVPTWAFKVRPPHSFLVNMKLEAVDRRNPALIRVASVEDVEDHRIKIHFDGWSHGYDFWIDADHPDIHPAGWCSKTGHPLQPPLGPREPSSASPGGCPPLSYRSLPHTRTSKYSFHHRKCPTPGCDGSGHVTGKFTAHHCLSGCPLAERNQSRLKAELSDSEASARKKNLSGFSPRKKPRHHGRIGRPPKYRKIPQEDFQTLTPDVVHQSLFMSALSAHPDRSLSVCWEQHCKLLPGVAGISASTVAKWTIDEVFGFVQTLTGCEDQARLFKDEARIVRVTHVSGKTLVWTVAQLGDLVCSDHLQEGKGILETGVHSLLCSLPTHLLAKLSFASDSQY
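First, the protein-peptide complex forms for 30 min at room temperature (L3MBTL1 50 nM, biotinylated H3K9me1 peptide 75 nM). Next, compounds are pin-transferred and incubated 30 min. Finally, AlphaScreen beads are added and read after 30 min.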
Tau ThT inhib: qHTS for Inhibitors of Tau Fibril Formation, Thioflavin T Binding | recombinant tau K18 P301L (four-repeat tau fragment), heparin-induced fibrillization, ThT fluorescence | Potency, µM (highest dose often 57.4 µM), for inactives: at the top dose activity, negative = inhibition, usual class: inhibitors | hit rate 2.1% among 270,000 | AID 1460, 2008; note: % is set by controls: 0 for no effect and ±100 for the full control effect; nearly all actives have a fitted effect of over 55% in size
Target sequence (P10636 561-689 P618L limits assumed): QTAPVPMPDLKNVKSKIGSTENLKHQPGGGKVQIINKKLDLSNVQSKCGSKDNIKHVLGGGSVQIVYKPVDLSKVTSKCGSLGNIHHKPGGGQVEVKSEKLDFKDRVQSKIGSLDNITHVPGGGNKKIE
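Aggregation was driven by heparin (20 uM final) acting on recombinant tau […] bearing P301L in 100 mM sodium acetate pH 7; fibrils were detected with Thioflavin T.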
KDM4E inh: qHTS Assay for Inhibitors of Human Jumonji Domain Containing 2E (JMJD2E); Lysine-specific demethylase 4E (Homo sapiens), B2RXH2; JMJD2E catalytic domain, FDH-coupled NADH fluorescence (FDH is formaldehyde dehydrogenase); Potency, µM (titrated, usually from 57.1 µM), for the others: at the top dose activity change, negative = inhibition, usual class: inhibitors; hit rate 1.6% among 230,000; AID 2147, 2009; active = well fitted inhibition curve with a large enough effect, not every such curve was filed as active; inconclusive = small, poorly fitted or top-dose-only effect, or another doubt; inactive = no such curve, though single readings can be large or run the other way;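 note: 0% = wells with enzyme and -100% = buffer wells without enzyme; nearly all actives have a fitted effect of over 50% in size; many of its hits are not listed in these tables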
ALDH1A1 inh: qHTS Assay for Inhibitors of Aldehyde Dehydrogenase 1 (ALDH1A1); hit rate 7.3% among 220,000; Aldehyde dehydrogenase 1A1 (Homo sapiens), P00352; Potency, µM (highest dose often 75.3 µM), for inactives: top-dose activity, negative = inhibition, most hits filed as inhibitors; Purified ALDH1A1, NADH fluorescence, propionaldehyde substrate; active = well fitted inhibition curve with a large enough effect, not every such curve was filed as active; inconclusive = small, poorly fitted or top-dose-only effect, or another doubt; inactive = no such curve, though single readings can be large or run the other way;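 note: plate controls were no enzyme wells and a reference inhibitor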
SMN2 splice up: qHTS Assay for Enhancers of SMN2 Splice Variant Expression | HEK293 SMN2-luciferase splicing reporter, luminescence, 30-36 h | hit rate 2.8% among 210,000 | Potency, µM (doses to about 46.1 µM), inactives show at the highest dose activity change, positive = activation, actives largely listed as activators | AID 1458, 2008; note: % of control where 0% means no effect; nearly all actives have a fitted effect of over 55% in size
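qHTS luciferase splicing reporter: luminescence rises when SMN2 exon 7 is included in transfected HEK293 cells. Compound exposure lasted 30-36 h at 37C, with 4.5 mM final sodium butyrate as control, followed by a ONE-Glo read.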
Luc counter: Counterscreen for Luciferase (Kinase-Glo TM) Inhibition; Luciferin 4-monooxygenase (Photuris pensylvanica), Q27757; Kinase-Glo luciferase, ATP luminescence, 8 min; Potency, µM (series often up to 38.3 µM), inactives show at the top dose activity change, negative = inhibition, usual class: inhibitors; hit rate 0.28% among 200,000; note: % is set by controls: 0 for no effect and ±100 for the full control effect; nearly all actives have a fitted effect of over 60% in size
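Inhibition of Kinase-Glo luciferase light generation was assessed at 10 uM ATP in pH 7.2 imidazole buffer, with luminescence measured after eight minutes at ambient temperature.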
LMNA splice mod: qHTS Assay for Modulators of Lamin A Splicing; HeLa LMNA splicing GFP/RFP minigene ratio, 48 h; hit rate 0.01% among 200,000; Potency, µM (highest dose often 46.1 µM), inactives show at the top dose ratio change, negative = inhibition, usual class: inhibitors; active = well fitted inhibition curve with a large enough effect in the signal ratio, with a control signal flat, not every such curve was filed as active; inconclusive = small, poorly fitted or top-dose-only effect, or effect the other way, or a change in a side signal; the % refers to the signal ratio; note: % is set by controls: 0 for no effect and ±100 for the full control effect
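S3 HeLa cells stably expressing lamin A-EGFP splicing minigene plus DsRed2, 600 cells/well, 48 h compound exposure at 37C. Laser-scanning cytometry; analysed as GFP (500-530 nm)/RFP (575-640 nm) total intensity ratio; 0.5% DMSO vehicle.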
Numbers without * were called inactive; i = inactive; ? = inconclusive; nt = no result given; & = joins results of further samples; [ ] = remark or other dose. Unless noted, calls come from the whole dose curve; as a rule, active = well fitted curve in the direction sought with a large enough effect; inconclusive = small, poorly fitted or top-dose-only effect, or another doubt; inactive = no such curve, though single readings can be large; an effect the other way counts as inactive or inconclusive. Potency is the fitted concentration of half-maximal effect. This is a subset (hit frequency here may not be typical).

Molecule | RECQ1 inh | Luc counter | L3MBTL1 inh | Tau ThT inhib | ALDH1A1 inh | LMNA splice mod | KDM4E inh | SMN2 splice up
CC(C)(C)OC(=O)N/N=C/c1ccc(N2CCOCC2)s1 | -1% | -1% | -1% | ? | -16% | ? | ? | -20%
COC(=O)c1ccccc1NC(=O)NCC1CCCO1 (configuration not stated) | 2% | 0% | -8% | -3% | ? | -7% | ? | 9%
Cc1cc(NCCCN2CCOCC2)n2nc(C)c(-c3ccccc3)c2n1 | -7% | -1% | 4% | -7% | -4% | ? | ? | -9%
COc1cc(-n2ccnc2SC)c(Cl)cc1Cl | -5% | -4% | -17% | 2% | 2% | 3% | 3% | -13%
O=C(O)/C=C/C(=O)NCCC(c1ccccc1)c1ccccc1 | -4% | nt | 16% | -10% | nt | nt | 4% | nt
COc1ccc(C(=O)N2CCC(O)(c3ccc(F)cc3)CC2)cc1OC | -5% | 2% | nt | 13% | 4% | 2% | 7% | 7%
Cc1ncc(CSc2nnnn2-c2ccccc2)c(N)n1 | -4% | 5% | nt | -8% | ? | -5% | -4% | -2%
O=C(CCCCCn1c(=S)[nH]c2ccc(N3CCOCC3)cc2c1=O)NCCc1ccccc1 | -7% | -3% | 13% | -11% | 2% | -7% | ? | -13%[1.84 µM]
CCCCOc1nc(N2CCOCC2)nc(C)c1[N+](=O)[O-] | i | nt | -9% | ? | nt | nt | -6% | nt
CCOCCn1c(CN(Cc2ccccc2)Cc2ccccc2)nc2c1c(=O)[nH]c(=O)n2C | -2% | -4% | -7% | -9% | -7% | 11% | 1% | -14%
C[C@@H](C(=O)Nc1ccc2ccccc2c1)[C@H]1C[C@]1(C)[C@H](NS(=O)(=O)c1ccc(-c2ccccc2)cc1)c1ccccc1 | 5%&-4% | 14%&0% | -7% | 6%&12% | ? | 0% | 9%&-9% | -33%&-14%[inhibitor]
CCN1C(=O)N[C@@H](c2ccccc2)[C@@H](C(=O)OC)[C@H]1C | 12%[11.5 µM] | -10%[7.66 µM] | nt | 0%[11.5 µM] | 0%[13.5 µM] | 0%[9.22 µM] | -3%[11.4 µM] | -1%[9.22 µM]
O=C1C2C3C=CC(C3)C2C(=O)N1c1ccc2c(c1)OCO2 (configuration not stated) | i | 1% | 11% | 32µM* | ? | -6% | ? | nt
O=C(/C=C/c1ccc2c(c1)OCO2)Nc1nc2ccccc2s1 | -7% | -3% | 9% | -5% | ? | ? | ? | 3.5µM*
COc1ccccc1NC(=O)c1ccc(NC(=O)COC(=O)C2(C)CC2(Cl)Cl)cc1 (configuration not stated) | -2% | -4% | -3% | 3% | ? | ? | 5% | 3%
C/C(=N\NC(=O)c1nn(C)cc1Br)c1ccc(NC(=O)c2ccncc2)cc1 | i | -1% | 10% | ? | 6% | ? | 2% | -1%
O=C(CCc1ccccc1)NCc1ccccc1 | 0% | 1% | nt | -3% | 5% | 5%[46 µM] | 2% | 10%
O=C(NCc1ccccc1)N[C@@H](Cc1c[nH]c2ccccc12)C(=O)O | 10% | nt | -4% | -5% | -2% | 1% | -4% | nt
C/C(=N\NC(=O)C1(C)CC1(Br)Br)c1ccc(NC(=O)C2CCC2)cc1 (configuration not stated) | 5% | 1% | 2% | 5% | 1% | -8% | -4% | -14%
CCNc1nc(NC(C)C)nc(Oc2ccc(/C=N/O)cc2)n1 | i | -4% | nt | -6% | 2% | -2% | -4% | -4%
COc1ccc(C[C@H]2CN3C(=NC[C@H]3Cc3ccccc3)N2CCNC(=O)CCC2CCCCC2)cc1 | -8% | nt | -3% | ? | 10µM* | nt | -3% | nt
O=C(NN=C1CCCCCC1)c1cn(-c2ccccc2)nc1-c1ccccc1 | i | 1% | -3% | -1% | 3.5µM* | -3% | 8% | -29%
Cc1cccc(NC(=S)N(Cc2ccc(Br)cc2)Cc2ccc(C(=O)O)cc2)c1 | -3% | 12% | nt | -5% | ? | ? | -5% | -52%[inhibitor]
CCCC(CCC(=O)Nc1ccc(C(=O)OC)cc1)C(=O)O (configuration not stated) | -5% | 1% | 4% | -2% | 6% | -7% | 9% | 7%
O=C(OCC(=O)N1CCOCC1)c1ccc(N2CCOCC2)c([N+](=O)[O-])c1 | -8% | 8% | nt | -15% | ? | ? | 4% | -21%
O=C(CSc1nc2c(cnn2-c2ccc(F)cc2)c(=O)[nH]1)N1N=C(c2cccs2)CC1c1ccc(F)cc1 (configuration not stated) | 1% | 0% | 4% | ? | ? | -9% | 5µM* | -7%
CCn1c(SCC(=O)Nc2cc(C(C)(C)C)nn2-c2ccccc2)nnc1-c1cccs1 | -6% | 1% | 6% | -7% | -2% | ? | 4% | -27%
C=CCSc1nnc(C)c(/C=C/Nc2ccc(Cl)cc2)n1 | i | 0% | -4% | ? | -7% | -13%[46 µM] | -13% | 2%
Cc1nc2ccccc2n1CC(O)Cn1c(C(F)(F)F)nc2ccccc21 (configuration not stated) | 7% | -1% | 7% | -11% | -10% | ? | 3% | -17%
Clc1ccc(OCc2cn3ccccc3n2)c2ncccc12 | 4% | -4% | -1% | ? | -3% | ? | ? | nt
C[C@@H]1C[C@](C)(C(=O)c2ccc3c(c2)OCO3)C=C1c1ccc2c(c1)OCO2 | -9% | -6% | nt | -8% | -10% | nt | -4% | -7%
CCOc1ccc(C(=O)OCCN(C)C)cc1 | -5% | 14% | nt | -9% | 16% | -2% | 3% | -12%
CSCCC(C(=O)Nc1ccc2c(c1)OCO2)N1C(=O)c2ccccc2C1=O (configuration not stated) | -8% | 2% | 6%[11.4 µM] | -3% | 0% | 11% | 3% | 10%
CCN1CCN(CCCNC(=O)c2ccc3c(c2)NC(=O)c2ccccc2S3)CC1 | 1% | 1% | 7% | -14% | 0% | -20% | -1% | 28%
CC(C)(C)c1ccc(C(=O)Oc2ccc3c(c2)OCC3=O)cc1 | i | 0% | nt | ? | 7% | 3% | -1% | 5%
Clc1ccccc1OCc1nn2c(-c3ccncc3)nnc2s1 | -2% | -3% | -7% | -5% | ? | 6% | 0% | -12%
COc1ccc2c(C)cc(SC3CCOC3=O)nc2c1 (configuration not stated) | 5% | 0% | 7% | -8% | -15% | -3%[46 µM] | 5% | -1%
CCOC(=O)/C(=C\Nc1ccccc1C(F)(F)F)Sc1ncc(C(F)(F)F)cc1Cl | -3% | -3% | nt | -2% | -15% | 8% | 2% | -15%
COc1ccc(-n2cnnc2SCC(=O)Nc2cccc(S(=O)(=O)N3CCCCC3)c2)cc1 | -11% | -3% | -13% | -1% | ? | -18% | -5% | 7%
COc1ccc(OC)c(-n2c(-c3ccn[nH]3)n[nH]c2=S)c1 | 12% | nt | 3% | 8% | nt | nt | 4% | nt
CCCS(=O)(=O)N1CCC(C(=O)N2CCN(Cc3ccccc3)CC2)CC1 | -4% | 2% | 1% | -1% | -5% | -3% | 1% | 6%
CC(=O)N1CCc2cc(S(=O)(=O)N3CCc4ccccc4C3)ccc21 | i | -1% | nt | -5% | 0% | -1% | 1% | -22%
COCCn1c(SCc2cc(C(C)=O)ccc2OC)nc2cc(Cl)ccc2c1=O | -7% | -3% | 8% | ? | 18µM* | 0% | -4% | -29%
C/C(N)=C(/C#N)C(=O)COC(=O)C1Cc2ccccc2CN1S(C)(=O)=O (configuration not stated) | ? | -1% | -27% | 7% | ? | 2% | -1% | 2%
O=C(O)CNS(=O)(=O)c1cc(Cl)c(Cl)cc1Cl | -20% | 4% | nt | 8% | 15% | -1% | 8% | 0%
COC(Cn1c(-c2cccc(S(=O)(=O)N(C)C)c2)n[nH]c1=S)OC | i | 2% | 1% | 7% | ? | -21%[46 µM] | -1% | 10%
Cc1cc(NC(=O)c2cc(CC(C)C)on2)no1 | -1% | -1% | 13% | -8% | ? | -8% | 3% | 21%
CCOC(=O)c1c(NC(=O)N/N=C/c2ccccc2OCC)sc(C(C)=O)c1C | -12% | -3% | -2% | -7% | 9% | -11% | 9% | -16%[1.84 µM]
Cc1cccc(C)c1NC(=O)CSc1nnc(-c2ccncc2)n1Cc1ccco1 | -13% | -4% | -7% | -4% | 17% | -1% | 6% | -10%
COC(=O)c1c(NC(=O)C2CCCCC2C(=O)O)sc2c1CCCCC2 (configuration not stated) | i | -1% | -8% | -8% | ? | -6%[46 µM] | -22% | 19%
O=c1c(F)cn(C2CCCO2)c(=O)n1Cc1ccc(Cl)cc1 (configuration not stated) | i | -1% | 2% | 13% | -6% | ? | 10% | nt
CC1CCCC(NC(=O)CNC(=S)N(Cc2ccccc2)Cc2cccs2)C1C (configuration not stated) | -14% | 1% | nt | -4% | 13µM* | 27%[9.22 µM] | -3% | -27%
COc1cccc(C(=O)N2CCN(Cc3ccccc3C(F)(F)F)CC2)c1 | -14% | 0% | -6% | -9% | ? | ? | ? | -20%
CCSc1nnc(NC(=O)Cc2ccc(OC)cc2)s1 | -7% | 1% | -3% | -4% | ? | -9% | -1% | -6%
O=C(COC(=O)CCc1ccc(S(=O)(=O)N2CCOCC2)cc1)NCc1ccc(Cl)cc1 | -7% | 4% | -3% | -8% | -12% | 13%[46 µM] | 5% | 14%
CCOc1ccc(NC(=S)C(C#N)=C2N(C)c3ccccc3N2C)cc1 | -2% | -1% | nt | -16% | ? | nt | -3% | -13%
O=C1C=C(NCCN2CCOCC2)CC(c2ccccc2)C1 (configuration not stated) | -13% | -1% | 4% | -3% | -3% | 6% | 12% | 16%
CCOC(=O)C1CCCN(Cc2cn(C)nc2-c2ccc3c(c2)OCCO3)C1 (configuration not stated) | i | 0% | -9% | -4% | -1% | -4%[46 µM] | 1% | nt
CC(C)N=C(NC#N)SCC(=O)NC(C)(C)C | i | -3% | 2% | 1% | 3% | 3% | 8% | 20%

High-throughput results as filed in PubChem.
